STAT3 inh – IL-6 driven STAT3 reporter inhibitors, primary screen, U3A cells, luciferase, luminescence, MLSCN library; hit rate 0.89% among 190,000; IL-6 STAT3-luciferase reporter; host cell line lacks STAT1; AID 862, 2007; inhibition, % at 5.5 µM;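 active = inhibition above the mean inhibition across all screened compounds plus 3 SD, cut at about 44% in these data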;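 note: 0% = DMSO only wells and 100% = 100 µM nifuroxazide control wells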
STAT1 inh – STAT1 signaling inhibitors, primary screen, cell-based, HTS, luciferase reporter; NIH 3T3 STAT1-luciferase reporter, IFN-gamma, luminescence; inhibition, % at 5.5 µM; hit rate 0.35% among 200,000;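 active = inhibition above a set limit, the mean inhibition across all tested compounds plus 3 SD, cut at about 34% in these data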;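 note: 0% = IFN-gamma with DMSO and 100% = IFN-gamma with 300 µM nifuroxazide; values of inactives mirror those of a sister screen read the other way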
STAT3 act – IL-6 driven STAT3 reporter potentiators, primary screen, U3A cells, luciferase, luminescence, MLSCN library | hit rate 0.91% among 190,000 | IL-6 STAT3-luciferase reporter; 100% = signal with IL-6 EC80 alone | activation (% of control), % at 5.6 µM;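 active = activation above the screen-wide mean of compound activation plus 3 SD, cut at about 130% in these data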;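 note: 0% = background luminescence of wells with medium and substrate only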
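Material: STAT3-luciferase reporter U3A cells; Probe or stimulus: IL-6 (33 ng/mL); Incubation: compound pre-incubation 1 h before IL-6, then 6 h stimulation at 37 °C; Technique: luminescence from STAT3-driven luciferase reporter; Evaluation: % activation versus median of IL-6-stimulated wells; Controls: IL-6-only high control.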
Hsp70 activator – Hsp70 transcriptional activators, primary screen, cell-based, HeLa, Hsp70 promoter luciferase, luminescence, 10 µM. hit rate 0.04% among 200,000. HeLa Hsp70 promoter luciferase reporter; scaled: vehicle 0, proteasome-inhibitor control 100%. activation, % at 10 µM;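 active = activation above the mean across all tested compounds plus 3 SD, cutoff set per campaign, cut at about 5.5% in these data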;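 note: 100% = MG132 at 30 µM as the positive control and 0% = DMSO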
APP 5'UTR act – activators of APP 5'UTR luciferase reporter, primary screen, SH-SY5Y cells; SH-SY5Y APP 5'UTR luciferase reporter, luminescence; zero percent = DMSO vehicle wells; activation, % at 2 µM; hit rate 1% among 190,000; AID 1276, 2008;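 active = activation above a set limit, based on mean plus 3 SD of controls, cut at about 140% in these data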; note: values of inactives mirror those of a sister screen read the other way
Redox H2O2 prof – compounds producing H2O2 with reducing agent – biochemical, NIH compound library profiling, artefact control for MLSCN library redox annotation, primary screen; hit rate 0.03% among 200,000; DTT-dependent redox cycling H2O2, phenol red/HRP absorbance; 100% = 100 µM peroxide control, 0% = buffer; activation, % at 10 µM;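 active = activation of at least 50% relative to the plate's high and low controls in the primary single-dose screen; inactive = activation below 50%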;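 note: compound incubated with DTT at 0.8 mM final as the reducing agent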
Efa HMGR inh – inhibitors of E. faecalis class II HMGR, primary screen, biochemical, Enterococcus faecalis; HMG-CoA reductase (Enterococcus faecalis, mvaE); purified E. faecalis HMGR, NADPH absorbance 340 nm kinetic; inhibition, % at 10 µM; hit rate 0.41% among 190,000; AID 1066, 2008;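 active = inhibition above a set limit, the median over all tested compounds plus 3 SD, cut at about 9.5% in these data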;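 note: enzyme runs in reverse so mevalonate oxidation gives rising NADPH absorbance; 0% = complete reaction with DMSO and 100% = background rate lacking mevalonate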
NF-kB neuron act – activators of NF-kB expression in neurons, primary screen, cell-based, HTS. AID 1239, 2008. human neuronal cells, NF-kB reporter expression; stronger effect = higher value. fold change at 12.5 µM. hit rate 1.6% among 190,000; in the data active = fold change above about 3.3
STAT1 act – STAT1 signaling activators, primary screen, cell-based, HTS, luciferase reporter. NIH 3T3 STAT1-luciferase reporter, IFN-gamma, luminescence; 100% = IFN-gamma alone, no compound. activation (% of control), % at 5.5 µM. hit rate 2.6% among 200,000;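 active = activation above the screen-wide mean activation plus 3 SD, cut at about 130% in these data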;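 note: raw ratio to IFN-gamma control signal so 100% means no change and 0% no light; values of inactives mirror those of a sister screen read the other way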
TLR4-MyD88 BLA – inhibitors of TLR4-MyD88 association in cells, primary screen, cell-based, HeLa CL3-4, BLA complementation, FRET ratio; inhibition, % at 8.4 µM; AID 861, 2007; hit rate 0.18% among 200,000; HeLa CL3-4 TLR4/MyD88 BLA complementation; Toll-like receptor 4 (Homo sapiens) + Myeloid differentiation primary response protein …; in the data active = inhibition above about 25%;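 note: 0% = vehicle and 100% = reference inhibitor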
Target sequence (O00206 whole entry, looked up): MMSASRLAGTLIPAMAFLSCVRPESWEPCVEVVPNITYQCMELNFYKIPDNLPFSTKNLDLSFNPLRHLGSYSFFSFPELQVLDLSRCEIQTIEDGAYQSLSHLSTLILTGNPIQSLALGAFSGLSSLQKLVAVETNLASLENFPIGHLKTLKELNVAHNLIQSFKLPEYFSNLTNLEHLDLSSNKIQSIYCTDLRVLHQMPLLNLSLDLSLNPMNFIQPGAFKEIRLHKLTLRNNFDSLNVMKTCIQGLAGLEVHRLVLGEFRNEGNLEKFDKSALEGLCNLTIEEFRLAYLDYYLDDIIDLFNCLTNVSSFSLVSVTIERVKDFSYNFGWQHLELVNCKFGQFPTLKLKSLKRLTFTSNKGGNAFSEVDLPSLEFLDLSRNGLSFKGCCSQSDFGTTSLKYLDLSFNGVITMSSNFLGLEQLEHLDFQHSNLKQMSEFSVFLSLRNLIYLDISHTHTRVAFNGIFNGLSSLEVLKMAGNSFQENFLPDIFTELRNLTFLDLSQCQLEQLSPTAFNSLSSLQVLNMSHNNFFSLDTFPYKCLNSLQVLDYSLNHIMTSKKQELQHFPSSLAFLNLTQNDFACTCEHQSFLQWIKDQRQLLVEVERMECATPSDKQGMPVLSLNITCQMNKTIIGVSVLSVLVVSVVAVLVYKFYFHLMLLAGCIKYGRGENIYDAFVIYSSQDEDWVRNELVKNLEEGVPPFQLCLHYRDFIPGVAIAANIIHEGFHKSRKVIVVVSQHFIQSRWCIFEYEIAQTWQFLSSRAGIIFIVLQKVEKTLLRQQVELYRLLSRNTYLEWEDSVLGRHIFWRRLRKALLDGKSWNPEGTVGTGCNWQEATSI
Target sequence (Q99836 whole entry, looked up): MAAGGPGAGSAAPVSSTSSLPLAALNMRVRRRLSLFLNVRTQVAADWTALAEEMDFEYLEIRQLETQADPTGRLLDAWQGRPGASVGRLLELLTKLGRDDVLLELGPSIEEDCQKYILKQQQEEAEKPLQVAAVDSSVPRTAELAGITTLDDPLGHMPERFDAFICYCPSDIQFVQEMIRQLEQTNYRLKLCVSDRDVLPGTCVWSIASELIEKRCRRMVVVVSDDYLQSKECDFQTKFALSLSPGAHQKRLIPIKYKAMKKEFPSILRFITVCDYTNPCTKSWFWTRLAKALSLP
Starred values were filed as active, the others as inactive; . = no result given.

Below each compound – STAT3 inh	STAT1 inh	STAT3 act	Hsp70 activator	APP 5'UTR act	Redox H2O2 prof	Efa HMGR inh	NF-kB neuron act	STAT1 act	TLR4-MyD88 BLA
1) Cc1ccc(C)c(N2CCN(C(=O)c3cc(S(=O)(=O)N4CCOCC4)ccc3F)CC2)c1
 : -6	0	102	-0.3	1	-0.2	-1	0.88	102	4
2) COc1ccc2c(c1)CCc1c-2n[nH]c1C(=O)O
 : 19	6	87	-0.1	-1	-1.8	3	1	96	13
3) COc1ccc(-n2cc(CNCC3CC(=O)N(C4CC4)C3)c(-c3ccccc3Cl)n2)cc1 (stereo not drawn)
 : -6	-16	107	-0.2	6	-0.9	-1	1.4	113	-5
4) COc1ccc2c(c1)CCC(C)N2S(=O)(=O)c1ccc(C2CNC(=O)C2)cc1 (stereo not drawn)
 : 3	1	100	-0.3	4	2.3	1	1.2	99	4
5) CCCNC(=O)c1[nH]c(C)c(C(C)=O)c1C
 : -1	-4	102	-0.3	-1	0.0	4	0.89	104	16
6) O=C(CCCOc1ccccc1)N1CCc2ccccc2C1
 : 19	-16	88	0.0	17	2.4	-7	1.7	115	-9
7) O=S(=O)(Nc1nc2ccccc2nc1Nc1cccc(S(=O)(=O)N2CCCCC2)c1)c1ccccc1
 : 1	8	99	-0.3	-2	-0.1	-6	0.31	93	-3
8) COc1ccc(/C=C/C2=NNC(=O)CC2)cc1
 : 3	-11	100	-0.2	48	12	-9	2	111	-2
9) CC(C)C(=O)Nc1nnc(CSCc2ccccc2F)s1
 : 2	-2	99	-0.4	15	0.1	1	1	102	6
10) CC(=O)N1CCCc2cc(S(=O)(=O)N(C)Cc3ccccc3)ccc21
 : 13	7	93	0.6	-2	0.8	-1	1.4	93	-5
11) Cc1ccc(-c2csc(C(C#N)=C3CCCC3)n2)cc1
 : 12	-27	93	0.1	23	2.7	1	3.2	125	0
12) Cc1cc(C)c(NC(=O)Cn2nnc(C(=O)NCc3ccco3)c2N)c(C)c1
 : 7	-6	96	-0.4	3	-2.6	-4	0.96	104	-8
13) CCCCN(N=Nc1nonc1OC)c1nonc1OC
 : -1	3	106	-0.1	16	0.4	-1	1.1	97	-2
14) O=C(Nc1cccc(F)c1)C1CCN(C(=O)Cc2ccccc2)CC1
 : 4	-1	100	-0.3	-6	-1.0	-1	0.85	99	4
15) O=C(CCOc1ccccc1F)N1CCN(c2ccccc2O)CC1
 : -2	-31	114	0.0	48	-0.7	-5	1.7	127	-6
16) O=c1c2ccccc2nc(N2CCN(c3ccccc3)CC2)n1Cc1ccccc1
 : 23	10	85	-0.2	-6	-1.9	2	0.9	91	-1
17) CC(=O)Nc1nc(C)c(S(N)(=O)=O)s1
 : -10	-4	110	-0.1	11	0.0	0	1.1	104	8
18) COCC(C)n1c(COc2ccccc2F)nnc1SCc1c(C)noc1C (stereo not drawn)
 : -4	-4	107	-0.1	14	-0.2	-4	1.1	102	-3
19) NC(=O)COC(=O)c1cccc(NS(=O)(=O)/C=C/c2ccccc2)c1
 : -8	9	103	-0.5	-1	0.5	-7	1.1	92	0
20) CC(C)(C)c1ccc(CNC(=O)c2ccc3c(c2)NC(=O)CO3)cc1
 : 5	-3	100	-0.3	19	-0.2	-2	1.4	103	8
21) Cc1sc(NC(=O)C2C3CCC(O3)C2C(=O)O)nc1-c1ccc(CC(C)C)cc1 (stereo not drawn)
 : 9	-17	93	-0.3	76	-0.3	-5	1.1	115	-25
22) COc1cccc(/C(O)=C2/C(=O)C(=O)N(Cc3ccco3)C2c2ccncc2)c1 (stereo not drawn)
 : 8	-5	101	-0.2	3	4.3	-5	1.4	103	8
23) COc1ccc(NC(=O)c2ccc(COCC(F)(F)C(F)F)cc2)cc1OC
 : 11	-1	89	-0.4	19	0.5	-12	0.99	101	-11
24) Clc1ccc(-c2nnc(SCc3nc(-c4ccccc4)no3)o2)cc1
 : -1	-3	105	-0.1	10	-1.8	-2	0.87	103	2
25) COCC1CCN(Cc2cn(Cc3ccccc3)nc2-c2cc3ccccc3o2)CC1
 : 7	6	97	-0.3	3	-0.6	5	1.5	92	1
26) CN(CCc1ccccn1)C(=O)CCc1nnc(CCCc2ccccc2)o1
 : -1	-38	103	-0.3	2	-0.5	6	2.3	133*	-5
27) CC(C)c1ccc(C(=O)Nc2ccc(N3CCOCC3)cc2)cc1
 : 17	-8	88	-0.3	7	-0.4	0	1.4	107	6
28) CNC(=S)N/N=C/c1cn(CCOc2ccccc2OC)c2ccccc12
 : -1	-6	99	-0.3	6	1.0	-2	1.1	105	-3
29) Cc1ccc(-c2nc(C#N)c(NCc3ccco3)o2)cc1
 : 0	-13	106	0.2	73	-0.5	5	3.6*	113	-1
30) COc1ccccc1Nc1nnc(SCc2nnc(-c3cc(OC)c(OC)c(OC)c3)o2)s1
 : 7	13	93	0.1	-5	-0.6	-7	1.1	89	-9
31) S=C1NCCOCCOCCNC(=S)N2CCOCCOCCN1CCOCCOCC2
 : 14	1	98	-0.1	7	-0.3	0	1	99	1
32) C=C(C)CC(NCCc1ccccc1)c1ccco1 (stereo not drawn)
 : -6	0	107	0.2	-9	-0.8	-4	1.2	100	7
33) O=C1CC(C(=O)NC2CCCCC2)C(c2ccccc2)O1 (stereo not drawn)
 : -3	10	108	-0.2	18	2.0	2	1	91	-10
34) Cc1nn(-c2ccccc2)c(Cl)c1/C=N/O
 : 8	-10	97	-0.2	7	0.4	-4	1.2	109	-2
35) O=C(CSc1nnc(-c2ccoc2)o1)N1CCOCC1
 : 15	0	91	-0.2	2	2.7	0	0.98	100	9
36) CC(C)NC(=O)C1CCN(C2CCN(Cc3nc4ccccc4s3)CC2)CC1
 : 0	-4	101	-0.3	15	-0.9	-4	0.84	103	-4
37) Brc1ccc(NCc2nnc3n2CCCCC3)cc1
 : 14	1	96	0.0	1	0.5	-4	1	99	-16
38) CCCC(=O)NC(=S)Nc1cccc(Cl)c1N1CCCCC1
 : 14	2	95	-0.3	3	-1.7	-2	1.2	108	-1
39) CS(=O)(=O)c1ccc2nc(NC(=O)CN3CCCCCC3)sc2c1
 : 1	-6	102	-0.1	8	0.0	1	1.1	106	2
40) CC(=O)c1c(C)[nH]c(C(=O)COC(=O)C2CC2)c1C
 : 12	1	94	-0.3	18	-0.5	.	1.2	99	3
41) CC(C)CNc1oc(-c2ccccc2Cl)nc1C#N
 : 7	-9	98	-0.1	9	-1.7	-3	1	106	2
42) Cc1cc(C)n(Cc2ccc(C(=O)Nc3ccc(Br)cc3C)o2)n1
 : 1	3	98	-0.3	-2	-0.8	5	1.1	97	-9
43) O=c1c2ccccc2nc(SCc2ccccc2)n1Cc1ccco1
 : -1	2	103	-0.1	-1	1.5	2	0.68	98	1
44) Cn1nc(C(=O)Nc2cccc(C(F)(F)F)c2)ccc1=O
 : 27	4	80	-0.2	1	2.0	-1	1.1	96	-8
45) O=S(=O)(Nc1cc(Sc2cccc3cccnc23)c(O)c2ccccc12)c1ccccc1
 : -96	4	176*	-0.1	-75	-0.6	1	0.5	96	14
46) CNC(=O)c1ccc2nc(NC(C)=O)sc2c1
 : -9	-15	111	0.0	15	1.8	-2	1.7	114	0
47) Cc1nn(-c2ccccc2)c(C)c1C(=O)OC/C(O)=C(\C#N)c1nc2ccccc2[nH]1
 : -11	-1	114	-0.5	0	2.1	0	0.93	101	-1
48) COc1ccc(NS(=O)(=O)c2ccc3oc(SC4CCOC4=O)nc3c2)cc1 (stereo not drawn)
 : 1	-3	105	-0.4	2	0.1	-2	0.98	103	6
49) COC(=O)c1cc(OC)c(OC)cc1NC(=O)c1ccc(OC)c(OC)c1
 : 2	3	104	0.0	-13	0.1	-6	0.52	98	-9
50) Cc1ccc(S(=O)(=O)NC(C)(C)CSc2nncn2N)cc1
 : -1	-5	104	-0.1	-4	-0.1	-3	1.1	104	-1
51) O=C(O)CSc1cccc[n+]1[O-]
 : -2	4	102	-0.5	-2	0.1	-3	1	97	1
52) COc1ccc(/C=C2\SC(=O)N(CCNC(=O)Cn3cnnn3)C2=O)cc1
 : -21	-41	124	0.7	118	-1.3	-1	3.7*	138*	-1
53) COc1ccccc1OCCn1cc(C#N)c2ccccc21
 : 14	5	89	-0.2	9	-0.7	-1	1.1	95	-18
54) O=C(c1ccccc1)c1sc(N2CCCCCC2)nc1-c1ccccc1
 : 5	-10	100	-0.2	0	-7.0	2	1.2	109	3
55) O=C(COC(=O)c1ccc2ccccc2n1)c1ccccc1
 : -11	-14	116	-0.4	6	-0.2	-3	1	111	3
56) CCN(CC)CCn1c(NCc2ccccn2)nc2ccccc21
 : 0	-2	100	-0.2	.	0.3	-2	1	96	5
57) COc1ccc(Nc2nc(N)nc(CN3CCC(Cc4ccccc4)CC3)n2)cc1
 : 9	8	92	-0.1	3	-0.4	-11	0.59	94	7
58) Brc1ccc(C=Nc2ccc3c(c2)OCCOCCOCCO3)s1
 : 2	5	96	-0.3	-15	-0.3	-5	1.9	97	-15
59) CCOCCCNC(=O)C(c1ccc(Cl)cc1)N1CCN(C(=O)c2ccco2)CC1 (stereo not drawn)
 : 4	10	99	-0.3	17	-0.2	-4	0.95	91	1
60) CCOc1ccc(NC(=O)c2ccccc2NC(=O)CN2CCN(C(C)=O)CC2)cc1
 : -5	-2	108	-0.2	-17	1.6	-6	1.1	102	-10

Next part:
Below each compound – STAT3 inh	STAT1 inh	STAT3 act	Hsp70 activator	APP 5'UTR act	Redox H2O2 prof	Efa HMGR inh	NF-kB neuron act	STAT1 act	TLR4-MyD88 BLA
61) O=C(NC1C=CS(=O)(=O)C1)c1ccccc1 (stereo not drawn)
 : -9	5	109	-0.4	-3	0.2	3	1.1	94	4
62) O=C(Nc1scc(-c2ccc(F)cc2)c1C(=O)O)c1ccco1
 : 1	-26	101	0.0	7	-0.4	0	1.6	123	-7
63) CCNC(=O)NC(=O)C(C)OC(=O)c1ccc(SC)cc1OC (stereo not drawn)
 : 12	2	97	-0.2	6	-0.7	4	1.2	96	-11
64) Cn1nc(C(=O)NCc2ccccc2)c2ccccc2c1=O
 : 18	3	88	0.1	13	0.7	-3	0.89	97	10
65) CCC(Sc1ccc(C(=O)O)cc1)C(=O)O (stereo not drawn)
 : 1	-2	102	-0.2	-5	1.8	-2	1.2	102	5
66) O=C(Nc1ncn[nH]1)c1cccc(S(=O)(=O)N2CCOCC2)c1
 : 10	-9	100	-0.4	28	-0.9	-4	0.99	107	-8
67) O=C(CCCO)c1ccc2c(c1)OCCO2
 : -6	-5	104	-0.5	-15	1.6	-4	1.1	105	-3
68) Cc1cc(NS(=O)(=O)c2ccc(NC(=O)Nc3ccc4c(c3)OCO4)cc2)no1
 : -7	-21	109	0.0	17	1.7	-3	1.7	119	-17
